RGS12 GoLoco inh: RGS12 GoLoco-Gai1 interaction inhibition; Gai1:RGS12 GoLoco peptide FP, rhodamine, 10 min; P63096; Potency, µM (series often up to 61.6 µM), for the others: top-dose activity, negative = inhibition, usual class: inhibitors; hit rate 0.44% among 230,000; active = well fitted inhibition curve with a large enough effect, not every such curve was filed as active; inactive = no such curve, though single readings can be large or run the other way; also: nearly all actives have a fitted effect of over 30% in size; many of its hits are not listed in these tables
Target sequence (P63096 whole entry, looked up): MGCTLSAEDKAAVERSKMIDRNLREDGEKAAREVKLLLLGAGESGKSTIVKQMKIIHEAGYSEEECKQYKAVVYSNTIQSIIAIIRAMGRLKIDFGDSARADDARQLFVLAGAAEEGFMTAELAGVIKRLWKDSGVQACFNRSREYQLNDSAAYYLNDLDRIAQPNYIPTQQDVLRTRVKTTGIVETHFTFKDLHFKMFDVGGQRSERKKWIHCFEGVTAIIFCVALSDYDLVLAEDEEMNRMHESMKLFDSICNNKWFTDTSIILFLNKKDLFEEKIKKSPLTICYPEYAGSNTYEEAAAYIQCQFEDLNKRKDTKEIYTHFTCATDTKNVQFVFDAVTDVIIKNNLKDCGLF
RECQ1 inh: inhibitors of human RECQ1 DNA helicase. Potency, µM (series often up to 57.3 µM), for the others: at the top dose activity, negative = inhibition, usual class: inhibitors. hit rate 0.54% among 240,000. RECQ1 DNA unwinding, red fluorescence kinetic read;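 also: plate controls were vehicle for no effect and no enzyme for full effect; nearly all actives have a fitted effect of over 30% in size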
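RECQ1T1 50 nM; forked duplex (20 bp + 30-nt ss tails) 200 nM, ATP 2 mM final; pH 8.0, 2 mM MgCl2, 2.5 ug/ml poly(dI-dC); 15 min compound preincubation; discontinuous kinetic read over 2 h at RT.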
GAA inhib: inhibitors of human lysosomal alpha-glucosidase. P10253. purified human GAA, 4-MU-alpha-glucoside fluorescence. Potency, µM (top dose mostly 76.9 µM), for the others: at the highest dose activity change, negative = inhibition, usual class: inhibitors. hit rate 0.005% among 200,000. AID 1466;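 also: plate controls were uninhibited enzyme wells for no effect and no-enzyme background for full effect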
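Read-out is 4-methylumbelliferone fluorescence (Ex 365/Em 440 nm) after NaOH/glycine stop at pH 10. Enzyme 4 nM, substrate 400 uM, pH 5.0 citrate buffer, 20 min room temperature; AC50 from Hill-equation concentration-response.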
GAA glycogen mod: GAA glycogen-cleavage inhibition or activation. hit rate 0.38% among 300,000. Potency, µM (highest dose often 76.4 µM), for the others: at the top dose activity change, negative = inhibition, usual class: inhibitors. recombinant GAA, glycogen substrate, Amplex Red glucose oxidase fluorescence;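 also: 0% = full enzyme reaction and -100% = no-enzyme basal signal; the screen sought inhibitors and activators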
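Recombinant enzyme (4 nM final) with compounds titrated up to 77 uM and bovine liver glycogen (30 ug) in citrate pH 5.0, 0.01% Tween-20, 37 C 40 min. Released glucose detected by Amplex Red/glucose oxidase (Ex 573/Em 610); AC50 from Hill fits.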
TRb-SRC2 inh: inhibitors of human thyroid hormone receptor beta-SRC2 interaction | P10828 | Potency, µM (doses to about 106 µM), without a hit: at the top dose activity change, negative = inhibition, actives largely listed as inhibitors | hit rate 0.065% among 280,000 | TRbeta-SRC2 peptide binding, fluorescence polarization; receptor liganded with 1 µM T3 | AID 1469;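 also: plate controls were bound peptide for no effect and peptide without receptor for full effect; nearly all actives have a fitted effect of over 50% in size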
Target sequence (P10828 whole entry, looked up): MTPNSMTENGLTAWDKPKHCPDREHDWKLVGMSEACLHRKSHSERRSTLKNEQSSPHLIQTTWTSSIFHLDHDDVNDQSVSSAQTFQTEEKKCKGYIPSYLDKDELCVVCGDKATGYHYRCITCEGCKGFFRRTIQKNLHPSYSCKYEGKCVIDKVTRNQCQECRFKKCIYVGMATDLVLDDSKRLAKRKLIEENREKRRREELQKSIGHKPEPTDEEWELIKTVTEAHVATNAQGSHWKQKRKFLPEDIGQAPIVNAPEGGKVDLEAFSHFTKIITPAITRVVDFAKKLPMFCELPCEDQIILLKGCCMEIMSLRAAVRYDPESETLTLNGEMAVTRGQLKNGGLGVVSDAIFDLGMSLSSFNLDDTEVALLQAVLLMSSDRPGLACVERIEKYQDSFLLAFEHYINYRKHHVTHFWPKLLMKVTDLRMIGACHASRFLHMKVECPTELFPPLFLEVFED
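Fluorescence polarization of 20 nM Texas Red SRC2 peptide (20-aa NR interaction domain) bound to 0.6 uM human TRb ligand-binding domain, with 1 uM T3, after 5 hr at ambient temperature; inhibition seen as decreased polarization.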
TR SRC2 fluor cs: counter-screen for TRb-SRC2 inhibitors: fluorescence interference | TRb/SRC2 Texas Red total fluorescence interference | Potency, µM (series often up to 106 µM), for the others: at the top dose fluorescence change, negative = quenching | hit rate 0.29% among 280,000 | AID 1479; active = well fitted curve in either direction with a large enough effect; inconclusive = small, poorly fitted or top-dose-only effect
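Human TRb ligand-binding domain at 0.6 uM with 20 nM Texas Red SRC2 peptide in Tris buffer containing 1 uM T3 and 5% DMSO, incubated with compound 5 h at ambient temperature. Total fluorescence (555/632 nm) calculated as parallel + 2 × perpendicular.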
L3MBTL1 block: blocks human L3MBTL1; Q9Y468; AlphaScreen L3MBTL1–H3K9me1 peptide binding; Potency, µM (series often up to 57.1 µM), without a hit: at the top dose activity, negative = inhibition, most hits filed as inhibitors; hit rate 0.66% among 230,000; also: nearly all actives have a fitted effect of over 60% in size
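AlphaScreen assay: L3MBTL1 (50 nM final) was preincubated 30 min at room temperature with biotinylated H3(1-15)K9me1 peptide (75 nM final), then 30 min with library compounds; streptavidin donor and nickel chelate acceptor beads (10 ug/mL final) added, 30 min dark.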
GAA spleen mod: inhibitors or activators of human alpha-glucosidase in spleen homogenate; P10253; human spleen homogenate, 4-MU-alpha-glucoside fluorescence; Potency, µM (titrated, usually from 79.9 µM), without a hit: at the highest dose activity change, negative = inhibition, hits mostly inhibitors; hit rate 0.006% among 240,000; AID 2112;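 also: 0% = enzyme with vehicle and -100% = no enzyme basal signal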
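AC50 values come from Hill-equation fits of concentration-response data, normalized to no-enzyme and full-activity controls. Enzyme source: 1 ug human spleen homogenate; 1 mM fluorogenic 4-MU glucoside, pH 5.0 citrate buffer, 37 C, 40 min.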
Starred values were filed as active, the others as inactive; i = inactive; ? = inconclusive; . = no result given; & = joins results of further samples; [ ] = another dose, or the depositor's remark. Unless noted, calls follow the shape of the dose curve; as a rule, active = well fitted curve in the direction sought with a large enough effect; inconclusive = small, poorly fitted or top-dose-only effect, or another doubt; inactive = no such curve, though single readings can be large; an effect the other way counts as inactive or inconclusive. Unless noted, % is scaled to controls: 0 for no effect and ±100 for the full control effect; potency is read from the fitted curve at half-maximal effect. This is a subset, so the mix of outcomes need not match the whole.

SMILES | RGS12 GoLoco inh | RECQ1 inh | GAA inhib | GAA glycogen mod | TRb-SRC2 inh | TR SRC2 fluor cs | L3MBTL1 block | GAA spleen mod
COCCCNC(=O)c1c(NC(=O)C2COc3ccccc3O2)sc2c1CCCC2 (stereo not drawn) | 8% | -15% | 4% | 7% | -3% | -7% | . | 5%
Cc1ccc(S(=O)(=O)NCc2csc(C)n2)c(C)c1 | 6% | i | -1% | 5% | 3% | 3% | 5% | -9%
O=C(NCC1CCCCC1)c1cc([N+](=O)[O-])ccc1N1CCOCC1 | 6% | -5% | -4% | -4% | -1% | -2% | 0% | 4%
CCOC(=O)C1CCCN(c2c(NCCC(C)C)c(=O)c2=O)C1 (stereo not drawn) | -2% | -5% | . | 5% | 3% | -2% | 9% | 0%
COc1cc(-c2nn3c(-c4ccccc4)nnc3s2)cc(OC)c1OC | 18% | i | 2% | -5% | 3% | -7% | -2% | 0%
CC(C)OC(=O)CSc1nnc(-c2cccnc2)n1N | 8% | -1% | 0% | 3% | -6% | 1% | 9% | -7%
Cc1ccc(NS(=O)(=O)c2cc(C(=O)O)ccc2Cl)c(C)c1 | -34% | 6% | 2% | 3% | 5% | -3% | ? | 0%
CC(C)Cc1cc(C(=O)Nc2c(F)cc(F)cc2Br)no1 | 5% | -17% | 5% | 1% | -5% | 1% | 16% | 5%
S=c1[nH]ccn1-c1cccc(Cl)c1Cl | 15% | -2% | . | -2% | 7% | -1% | 0% | 1%
CN(C(=O)CSc1nnc(-c2ccncc2)n1-c1ccccc1)C1CCS(=O)(=O)C1 (stereo not drawn) | 3% | 14% | . | -4% | 1% | -1% | . | 9%
O=C(Nc1ccc2c(c1)Cc1ccccc1-2)c1cccnc1 | 21% | i | -12% | -4% | 3% | -3% | 7% | -2%
Cc1cc(NC(=O)CCC(=O)N(Cc2cccs2)C(C(=O)NC2CCCC2)c2cccnc2)no1 (stereo not drawn) | 6% | -4% | -18% | -4% | -6% | 0% | -1% | -5%
Cc1ccccc1Cn1c(=O)[nH]c2ccccc21 | -15% | i | . | 1% | 3% | 0% | . | -3%
CN(Cc1ccccc1)c1ncc(C=O)s1 | 9% | i | 1% | -2% | 4% | -3% | 11% | -4%
Cc1c(C(=O)O)[nH]c2ccc([N+](=O)[O-])cc12 | -5% | 13% | -2% | 7% | 8% | -1% | -6% | -6%
CCCCCCn1c(CN2CCCCC2C)nc2c1c(=O)n(C)c(=O)n2C (stereo not drawn) | 7% | -1% | 1% | 0% | -4% | 0% | 39%[activator] | 4%
CCCCOC(=O)CCc1c(C)[nH]c(=O)c(C#N)c1C | -22% | -16% | -1% | -8% | -9% | 1% | -3% | -1%
CC(C)c1cccc(O)c(=O)c1 | 5%&1%&4% | 25%&-4% | -19% | -10% | 2%&3%&1% | -3%&-2%&-1% | -1% | -6%&-1%&-2%
Nc1ncnc(Oc2cccc(C(F)(F)F)c2)c1[N+](=O)[O-] | 3% | i | -9% | 9% | 3% | -5% | -4% | .
c1ccc(-c2nn3c(Cn4cnc5ccccc54)nnc3s2)cc1 | -14% | 10% | 4% | -4% | -6% | 0% | ? | -4%
CC(C)OC(=O)C1C2C=CC3(CN(C(C)c4ccc(Br)cc4)C(=O)C13)O2 (stereo not drawn) | 4% | 0% | -2%[15.4 µM] | 6% | 3% | -2% | -4% | 1%
OC[C@H]1OC(O)(CN2CCOCC2)[C@H](O)[C@@H]1O (stereo partly drawn) | . | -15% | . | . | 0% | 2% | . | -12%
COc1ccc(NC(=O)CSc2ncnc3c2sc2ccccc23)c(OC)c1 | 0% | -1% | 3% | 19% | -17% | 2% | -2% | -5%
COc1ccc(C2CC(=O)C3=C(C2)Nc2ccccc2N(C(=O)C2CC2)C3c2cccnc2)cc1OC (stereo not drawn) | -1% | i | 1% | 2% | -8% | 0% | . | -3%
CCCCC(=O)O[C@H]1CC[C@H]2[C@@H]3CCc4cc(O)ccc4[C@H]3CC[C@]12C | 4% | -12% | -4%[15.4 µM] | -20% | 1% | 0% | -11% | 3%
CN(C)S(=O)(=O)c1cccn1-c1ncc(C(F)(F)F)cc1Cl | -9% | -2% | 2% | -3% | 1% | -1% | . | -7%
O=C(CN(C(=O)c1cccc([N+](=O)[O-])c1)C1CCCCC1)Nc1ccc(Cl)c([N+](=O)[O-])c1 | 15% | i | -9% | -3% | -4% | -1% | 0% | 0%
CCN(CC)C(=O)Cn1c(=O)n(CCCC(=O)NCc2ccccc2)c(=O)c2sccc21 | 8% | i | -2% | 9% | -2% | 1% | 9% | -2%
CC(C)C(=O)N[C@H]1CCCN1C(=O)/C=C\c1ccccc1 | . | 2%[11.5 µM] | . | . | 1%[11.2 µM] | -1%[11.2 µM] | . | 3%[17.4 µM]
C=CCn1c(N)c(C(=O)OC(C)CC)c2nc3ccccc3nc21 (stereo not drawn) | 7% | -8% | ? | -6% | 8% | 0% | 5% | ?
CC1CCc2c(sc(/N=C/c3cccnc3)c2C(N)=O)C1 (stereo not drawn) | -14% | 10% | . | -7% | 2% | -3% | -5% | -2%
CCOc1ccc(-n2c(Cc3cc(=O)[nH]c(=O)[nH]3)nnc2SCC(=O)OC)cc1 | 5% | -2% | -6%[15.4 µM] | -7% | 7% | -2% | -1% | 2%
CCNc1nc(NCC)nc(N(C#N)CCOc2ccccc2)n1 | 5% | i | 7% | -5% | 8% | -2% | -4% | 6%
CC(C)(C)Nc1ncnc2c1cnn2-c1ccccc1 | 12% | -2% | -1% | -11% | -2% | 3% | -3% | -1%
O=C1CCCN1CC1CCCN(Cc2nc(COc3ccccc3)no2)C1 (stereo not drawn) | 11% | 2% | 7% | 21% | -8% | -5% | -4% | 1%
CC(=O)N1[C@H](Cc2ccccc2)C=C[C@]1(C)C(=O)O | -2% | i | . | . | 6% | -5% | . | 1%
CC1=C(C(=O)N2CCCC(CCC(=O)NCc3ccccc3F)C2)OCCO1 (stereo not drawn) | 11% | i | 12% | 20% | -4% | -1% | 6% | 2%
CC(C)(C)NC(=O)CCc1nnc(Cc2c[nH]c3ccccc23)o1 | -8% | i | -7% | 16% | -2%[53 µM] | 3%[53 µM] | -2% | 6%
CC1COc2ccccc2N1S(=O)(=O)c1ccccc1 (stereo not drawn) | -6% | i | -3% | 7% | -6% | -4% | . | 0%
C[C@]12CC[C@@H]3c4ccc(O)cc4CC[C@H]3[C@@H]1CC[C@@H]2OC(=O)CCC(=O)O | -39% | -12% | -6%[15.4 µM] | 1% | -3% | -1% | 2% | -14%
C=CCn1c(SCC(=O)OC)nc2sc3c(c2c1=O)CCN(C)C3 | 19% | ? | 8% | -14% | -12% | 3% | -3% | 8%
COc1cc(/C=N\NC(=O)c2ccc(Cn3nc([N+](=O)[O-])c(Cl)c3C)o2)ccc1O | 5% | -15% | -12% | ? | -6% | -7% | . | -11%
Cc1noc(C)c1COC(=O)c1ccc(F)c(S(=O)(=O)N2CCCCC2)c1 | 5% | i | 0% | 1% | -11% | 0% | 16% | -1%
CCOC(=O)c1sc(=NC(=O)c2ccccc2)n(C)c1C | 3% | -17% | 6% | -2% | -3% | 0% | . | 1%
Cn1c(=O)c2c(nc(Sc3ccccc3N)n2C)n(C)c1=O | -6% | -3% | . | -6% | -2% | 1% | 4% | -2%
C=CCn1c(C(C)(C)C)nc2ccccc21 | 4% | 4% | 5% | 7% | 4% | -4% | 1% | -6%
Cc1cccc(NC(=O)C2CCN(S(=O)(=O)c3cccc4nsnc34)CC2)c1 | -7% | -4% | 5% | -2%[76.3 µM] | -5%&0% | -2%&-3% | . | 5%
Cc1noc(C)c1COC(=O)c1cccnc1SCC(=O)Nc1ccc2c(c1)OCO2 | 25% | -17% | -6% | -2% | 1% | -4% | -11% | -7%
COc1ccc(NC(=O)c2oc3cc(C)c(C)cc3c2C)c(OC)c1 | 5% | -1% | -6% | 4% | -3% | 2% | -2% | -1%
CC(CCc1ccccc1)NC(=O)CSc1ccccc1 (stereo not drawn) | 3% | -2% | 0% | 1% | -9% | 0% | 13% | -2%
CC(C)CCn1nnnc1C(c1ccc(F)cc1)N1CCN(C(=O)c2ccco2)CC1 (stereo not drawn) | -1% | -1% | 3% | 6% | -15% | -3% | 5% | -1%
Cc1csc(SCC(=O)NC(C)c2ccc(F)cc2)n1 (stereo not drawn) | 15% | 20% | 2% | 9% | 3% | -1% | -7% | 3%
Nn1cc(-c2ccccc2)nc1SCC(=O)NCCc1ccccc1 | -2% | -5% | 3% | -9% | -2% | -3% | -12% | 9%
CCN1CCN(c2cc(C)c3cc(NC(=O)Cc4ccccc4OC)ccc3n2)CC1 | -3% | -16% | 6% | 6% | 0% | -1% | -4% | -12%
CC1CC(C)CN(C(=O)c2ccc(NC(=O)c3ccc(=O)[nH]c3)cc2)C1 (stereo not drawn) | 5% | -17% | 1% | 3% | -6% | -2% | 7% | -2%
Fc1ccc2c(c1)C1C=CCC1C(c1cc3c(cc1Br)OCO3)N2 (stereo not drawn) | 21% | -18% | -5% | -4% | -13% | 1% | -26% | -3%

Single records (already shown). Order of screens: RGS12 GoLoco inh	RECQ1 inh	GAA inhib	GAA glycogen mod	TRb-SRC2 inh	TR SRC2 fluor cs	L3MBTL1 block	GAA spleen mod
Cc1csc(SCC(=O)NC(C)c2ccc(F)cc2)n1 (stereo not drawn) is entered as 15%	20%	2%	9%	3%	-1%	-7%	3%
CC(C)CCn1nnnc1C(c1ccc(F)cc1)N1CCN(C(=O)c2ccco2)CC1 (stereo not drawn) is entered as -1%	-1%	3%	6%	-15%	-3%	5%	-1%
COc1cc(/C=N\NC(=O)c2ccc(Cn3nc([N+](=O)[O-])c(Cl)c3C)o2)ccc1O is entered as 5%	-15%	-12%	?	-6%	-7%	.	-11%
CC(CCc1ccccc1)NC(=O)CSc1ccccc1 (stereo not drawn) is entered as 3%	-2%	0%	1%	-9%	0%	13%	-2%

Compound activity from PubChem BioAssay.
